hERG WT inh = KCNH2 (human, wildtype) channel inhibition; Q12809; U2OS, BacMam KCNH2, thallium flux FluxOr; hits give low values; activity change, % at 1.84 µM; 340,000 compounds, 0.37% hits; AID 720551;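 active = maximum activity change below -70%; inconclusive = maximum activity change between -70% and -50%; inactive = maximum activity change above -50%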
Target sequence (Q12809 whole entry, looked up): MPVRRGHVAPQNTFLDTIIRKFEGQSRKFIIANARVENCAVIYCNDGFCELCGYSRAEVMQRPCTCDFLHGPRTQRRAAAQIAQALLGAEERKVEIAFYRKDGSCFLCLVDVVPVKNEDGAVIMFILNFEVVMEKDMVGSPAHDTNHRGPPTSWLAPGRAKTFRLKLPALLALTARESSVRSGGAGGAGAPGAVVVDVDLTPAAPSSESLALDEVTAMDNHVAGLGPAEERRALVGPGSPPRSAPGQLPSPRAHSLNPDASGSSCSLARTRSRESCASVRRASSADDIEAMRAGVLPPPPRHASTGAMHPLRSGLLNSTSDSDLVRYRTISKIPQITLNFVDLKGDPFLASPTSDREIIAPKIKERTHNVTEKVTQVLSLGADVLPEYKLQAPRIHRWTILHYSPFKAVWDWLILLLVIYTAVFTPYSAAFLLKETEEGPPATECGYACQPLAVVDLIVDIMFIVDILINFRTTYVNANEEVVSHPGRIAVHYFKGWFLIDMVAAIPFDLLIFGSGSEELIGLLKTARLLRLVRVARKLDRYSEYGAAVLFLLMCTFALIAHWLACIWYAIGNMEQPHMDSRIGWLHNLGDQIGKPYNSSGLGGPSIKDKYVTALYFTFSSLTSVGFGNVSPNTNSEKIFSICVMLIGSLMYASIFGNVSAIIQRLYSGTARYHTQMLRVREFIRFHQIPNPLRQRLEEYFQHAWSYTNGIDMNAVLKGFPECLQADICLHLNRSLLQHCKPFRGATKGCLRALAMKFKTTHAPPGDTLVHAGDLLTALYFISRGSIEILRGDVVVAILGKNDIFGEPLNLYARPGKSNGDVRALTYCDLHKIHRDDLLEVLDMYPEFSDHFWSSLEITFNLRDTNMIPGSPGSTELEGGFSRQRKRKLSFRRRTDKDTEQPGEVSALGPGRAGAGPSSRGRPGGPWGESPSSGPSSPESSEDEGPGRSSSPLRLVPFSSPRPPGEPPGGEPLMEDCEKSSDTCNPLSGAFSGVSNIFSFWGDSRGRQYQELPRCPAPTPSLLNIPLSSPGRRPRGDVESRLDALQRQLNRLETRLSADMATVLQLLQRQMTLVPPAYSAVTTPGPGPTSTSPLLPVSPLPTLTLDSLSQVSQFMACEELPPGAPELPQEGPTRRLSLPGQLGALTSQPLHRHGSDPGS
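U2OS cells transduced with wild-type KCNH2 virus are loaded with FluxOr dye for 45 min, and thallium flux is measured in kinetic reads before and after stimulation buffer. Rate constants are normalized to DMSO controls.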
Giardia kill = kills Giardia lamblia | Giardia lamblia trophozoite viability | activity change, % at 7.66 µM, hits read low | 340,000 compounds, 0.15% hits; in the data active = activity change below about -80%; inconclusive = between about -30% and that limit;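 note: parasites exposed to compound for two days anaerobically before the ATP read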
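ATP-content bioluminescence gauges trophozoite survival. Cells (100/well) receive compound and incubate anaerobically for 48 hrs at 37 deg C; detection reagent follows for 15-30 min at room temperature.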
uPA generation = inhibitors of cell surface uPA generation; 330,000 compounds, 0.31% hits; cell surface uPA generation assay, qHTS; Potency, µM (titrated, usually from 38.3 µM), for inactives: top-dose activity change, negative = inhibition, hits mostly inhibitors; AID 540303; active = well fitted inhibition curve with a large enough effect; inconclusive = small, poorly fitted or top-dose-only effect; inactive = no such curve, though single readings can be large or run the other way; tested in mouse RAW 264.7 cells; note: potency is the fitted concentration of half-maximal effect; nearly all actives have a fitted effect of over 55% in size
KCNH2 3.1 inh = blocks the human KCNH2 3.1 channel isoform; U2OS KCNH2 3.1, thallium flux FluxOr; hits give low values; activity change, % (tested at about 1.8 µM); 340,000 compounds, 0.95% hits; AID 720553;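 active = maximum activity change below -70%; inconclusive = maximum activity change from -70% to -50%; inactive = maximum activity change above -50%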;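 note: thallium influx rate constant from kinetic fluorescence after stimulation buffer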
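Normalized rate constant (relative to positive and negative DMSO controls) derived from a 2 min kinetic fluorescence read after stimulation; U2OS cells expressing the 3.1 isoform via virus at 1.77 x 10^8 /mL.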
Starred values were filed as active, the others as inactive; ? = inconclusive; [ ] = dose if it differs, or a comment. % is set by controls: 0 for no effect and ±100 for the full control effect. Some of the compounds tested. The share of hits here may be higher or lower than overall.

SMILES | hERG WT inh | Giardia kill | uPA generation | KCNH2 3.1 inh
CC(=O)Nc1ccc(C=NNc2ccc([N+](=O)[O-])cn2)cc1 | -5 | -9 | 3% | -17
O=C(NCc1ccc2c(c1)OCO2)c1ccc2c(c1)S(=O)(=O)c1ccccc1C2=O | 0 | -3 | 2% | 0
O=C1CSC(=S)N1N=Cc1ccc(Cl)s1 | 9 | 1 | 14% | -2
Cn1c(=O)c2[nH]c(CCCCCCCCc3nc4ccccc4[nH]3)nc2n(C)c1=O | 26 | 4 | -5% | -10
CN(C)c1ncnc2[nH]ncc12 | -2 | -7 | 3% | 3
N#Cc1c(N)n(C2OC(CO)C(O)C2O)c2ncnc(N)c12 (centres undefined) | -49 | 2 | -16% | 5
CC(=O)c1cc2c(=O)c3ccccc3oc2nc1C | -4 | -14 | -3% | 19
Nc1ccc2ccccc2c1N=Nc1ccccc1 | 0 | -10 | -2% | -7
CC1(C)C2CC[C@]3(C)C(CC=C4[C@@H]5C[C@@](C)(CO)[C@@H]6C[C@@]5(CC[C@]43C)C(=O)O6)[C@@]2(C)CC[C@@H]1O (some centres undefined) | 6 | 3 | 13% | 5
CC(C)=CCc1c(O)cc2c(c1O)C(=O)CC(c1ccccc1)O2 (centres undefined) | -17 | -12 | 1% | 4
CC(C)C(C)(C#N)NC(=O)COC(=O)C1CCN(S(=O)(=O)c2ccc3c(c2)OCCO3)CC1 (centres undefined) | 0 | -11 | 8% | -19
Cc1cc(C)nc(NC(N)=NCCc2ccccc2)n1 | 3 | 4 | -17% | -20
CCOC(=O)c1cc(C#N)c(N2CCCCC2)nc1-c1ccccc1 | 8 | -4 | 5% | -19
COc1cccc(C(c2cccc(OC)c2)c2ccccc2C(=O)O)c1 | -11 | -15 | 0% | -3
CCOc1ccc(OCCC(=O)OCC(=O)Nc2cccc(S(=O)(=O)N3CCCCC3)c2)cc1 | 30 | 19 | -12% | 12
CCCCCCCCCCCCCCCC(O)C[N+](C)(C)CCO (centres undefined) | -4 | -6 | -6% | -3
CC(=O)N(C)c1ccc(NC(=O)Cc2cccc3ccccc23)cc1 | 6 | 8 | 2% | 4
CC[C@H](C)[C@H]1CNC(=O)C(=O)N1CC1CCN(CC2CCC(C)CC2)CC1 (some centres undefined) | 0 | -10 | 3% | -16
COc1ccc(C(=O)CN2CCN(CCN3C(=O)c4cccc5cccc(c45)C3=O)CC2)cc1 | 2 | -14 | -5% | -9
COc1cccc2oc(CCc3ccccc3)cc(=O)c12 | -4 | 37[activator] | 9% | 11
O=C1c2ccccc2S(=O)(=O)c2cc(N3CCC(C(=O)N4CCCCC4)CC3)ccc21 | 2 | -6 | -16% | 1
COC(=O)C1CC2=C(CC(C)(C)CC2=O)N(c2ccccc2)C1=O (centres undefined) | -18 | 19 | 15% | 12
c1ccc(CN2CCC(CNc3ncnc4ccccc34)C2)cc1 (centres undefined) | 11 | -11 | -6% | -19
COc1ccccc1N(C)S(=O)(=O)c1ccc(C(=O)NCc2ccccc2CN2CCCC2)cc1 | 51 | 0 | ? | -12
Fc1cccc(CCN2CCNC[C@@H]2Cc2ccccc2)c1 | 7 | 48[activator] | -15% | -8
Cc1nc(SCC(=O)Nc2c(C)n(C)n(-c3ccccc3)c2=O)c2cnn(-c3ccccc3)c2n1 | 5 | 1 | 14% | -21
C[C@@H]1ON(C)[C@H]2C[C@H]3c4cc(N5CCN(C)CC5)ccc4CCN3C(=O)[C@@H]12 | 6 | -3 | 11% | 5
O=C(Nc1ccc(Nc2ccccc2)cc1)c1c(Cl)cccc1Cl | 7 | 10 | -6% | -20
CN(C(=O)c1cccc(NC(=O)Cc2ccc(NC(=O)C3CCCN(C(=O)C4CCC4)C3)cc2)c1)C1CCCCC1 (centres undefined) | -7 | ? | -18% | -6
Cn1c(=O)c2[nH]c(Cc3cccc(O)c3)nc2n(C)c1=O | -2 | 15 | 7% | -6
CC1CC(C)CN(c2nc3c(c(=O)n(C)c(=O)n3C)n2CCSc2nc3ccccc3o2)C1 (centres undefined) | -5 | 3 | -4% | 2
CN(C)CCC(C(=O)c1ccccc1)c1ccccn1 (centres undefined) | -10 | 9 | 3% | 2
O=C(Nc1ccc(F)c(Cl)c1)C1CCCC1 | 37 | 17 | -4% | -21
CC(=O)Oc1cc(C(=O)OCC(=O)NC23CC4CC(CC(C4)C2)C3)cc(OC(C)=O)c1OC(C)=O | 4 | 17 | 10µM* | -1
CCn1ncc(Br)c1C(=O)Nc1sc2c(c1C(=O)OC)CCC2 | -24 | 22 | -4% | -4
CN(C)c1ccsc1C(=O)NNS(=O)(=O)c1ccc(Cl)cc1 | -1 | 4 | 6% | -9
CC(C)(O)C#Cc1ccc(C(=O)NCc2ccccc2)s1 | 3 | -6 | 1% | 3
O=C(CCNC(=O)c1ccco1)NNC(=O)c1ccc(Br)cc1 | 6 | 6 | -10% | 8
COc1ccc(C(=O)NNC(=S)NC(=O)c2cccc([N+](=O)[O-])c2)cc1 | 1 | 1 | -2% | 5
CCCCCCCCNCCS(=O)(=O)NCc1ccccc1OC | -13 | 2 | -12% | -15
CC(=O)OCC(=O)C1(O)CCC2C3CC(F)C4=CC(=O)CCC4(C)C3C(=O)CC21C (centres undefined) | -10 | 2 | 0% | -1
Cc1ccc(NC(=O)C2CCCC2)cc1Cl | 28 | -2 | 4% | -5
COc1ccc(CC(=O)Nc2cc(C)ccn2)cc1OC | 1 | 14 | 2% | 19
COc1ccc2c(c1)/C(=C\c1cccc(/C=C3/C(=O)Nc4ccc(OC)cc43)n1)C(=O)N2 | -7 | 1 | -6% | -8
O=C(NCc1ccccc1)c1onc(CSc2ccccc2)c1C(=O)NCc1ccccc1 | -2 | -14 | -9% | -5
O=C1c2cc([N+](=O)[O-])ccc2-c2cc(Br)c(N=C(NO)C(F)(F)F)cc21 | 2 | -9 | 12% | -16
C[C@H]1CCC[C@@]2(O[C@H](CCO)C[C@@H](O)[C@@H]2O)O1 | -3 | -7 | 0% | -11
O=C(NN=Cc1ccc([N+](=O)[O-])cc1)c1ccncc1 | 1 | 20 | -7% | 0
COc1ccc(C(C(=O)NC2CCCCC2)N(Cc2ccco2)C(=O)CNC(=O)c2ccco2)cc1 (centres undefined) | 4 | 11 | -2% | 16
CCCN(CC(=O)Nc1ccccc1C)C(=O)C1CC(=O)N(c2ccccc2OCC)C1 (centres undefined) | 14 | -1 | 3% | 29
COc1ccc2ccccc2c1/C=N/NC(=O)c1cccc(C)c1 | -5 | 5 | -14% | 25
Cc1ccc(SC2=C(N(C)C)C(=O)c3ccccc3C2=O)cc1 | 1 | -8 | -9% | -13
COc1cc2c(cc1OC)CN(CCC(C)c1ccc(Cl)cc1)CC2 (centres undefined) | 31 | -10 | -6% | ?
COCCn1c(SCC(=O)NCCCN2CCCC2=O)nc2sc3c(c2c1=O)CCCC3 | 1 | -1 | -3% | -15
Cc1cccc(NS(=O)(=O)c2ccc(C)c(C(=O)NCC(c3cccs3)N3CCOCC3)c2)c1 (centres undefined) | 1 | 3 | -12% | -9
Cc1ccccc1C(=O)Oc1cccc(Nc2ncnc3ccccc23)c1 | 3 | 3 | -7% | -10
CC(C)n1nc(C(=O)OCC(=O)NCCc2ccc(S(N)(=O)=O)cc2)c2ccccc2c1=O | 2 | 15 | ? | -3
CC(=O)Nc1ccc(OCc2ccccc2)cc1[N+](=O)[O-] | 4 | -1 | -4% | -2
Cn1ncc2c(NCCc3ccccc3)nc(Cl)nc21 | -5 | -8 | -8% | -6
CC(C)OC(=O)c1ccc(NCc2cc(O)ccc2O)cc1Cl | -5 | -1 | 4% | 19

Remaining list, next part
SMILES | hERG WT inh | Giardia kill | uPA generation | KCNH2 3.1 inh
CC(C)[C@H](NS(=O)(=O)c1ccccc1)C(=O)OCc1cc([N+](=O)[O-])cc2c1OCOC2 | -1 | -2 | -4% | -1
O=C1NC(=O)C2(CCCCC2)N1 | -11 | -9 | -1% | 6
CCCCCCCCCNC(=O)[C@H](NC(=O)COc1ccccc1)[C@@H]1NC(C(=O)OC)C(C)(C)S1 (some centres undefined) | 6 | 4 | ? | -7
O=C(O)C1C2OC3C(OC(=O)C31)C2Br (centres undefined) | 20 | 12 | 5% | 19
CCOC(=O)c1cnc(Nc2nc3ccccc3o2)nc1CSc1ncccn1 | -3 | 4 | -2% | -27
COC(C[C@@H](O)C[C@H](O)[C@H](C)OCc1ccccc1)OC | -3 | -6 | 6% | 12
COc1ccc(/C=N/NC(=O)c2cccs2)c2ccccc12 | 3 | 4 | 3% | -5
COCCCn1c(=O)/c(=C/c2ccccc2OC(F)F)s/c1=C(\C#N)C(=O)NCCOC | 2 | -18 | 3% | -12
CCOC(=O)C(=O)Cc1nc(OCc2ccccc2)cc(OCc2ccccc2)n1 | -4 | -15 | -1% | -11
O=C(O)C1OCC2(CO1)COC(C(=O)O)OC2 (centres undefined) | -2 | -1 | -3% | -7
NC(=O)c1cnccc1C=Cc1ccccc1 | -2 | -14 | -1% | 16
O=C(Nn1cnnc1)c1ccc([N+](=O)[O-])cc1Cl | -3 | 1 | 12% | -19
COC(=O)C1=C[C@@H](C(=O)OC)[C@@H]2C3=C(C(=O)[C@]2(C)NC(=O)c2ccccc2)[C@H](C)n2c(=O)n(C)c(=O)n2[C@@H]3C1 | -5 | -18 | -10% | 10
CCCCn1c(=O)cc(C)n(-c2ccccc2)c1=O | 0 | 18 | -5% | 5
OCCOCCn1c(CCNc2nc(-c3ccc(Cl)cc3)cs2)nc2cc(Cl)c(Cl)cc21 | 11 | -14 | -4% | -34
COc1ccccc1N1CCN(CCCCN2C(=O)C3CCCN3C2=O)CC1 (centres undefined) | 15 | -21 | -2% | -2
CCc1nc(N)c(C#N)c(-c2cccn2C)c1C | -5 | -19 | -3% | -2
COc1ccc(S(=O)(=O)Cc2ccc(C(=O)N3CCN(c4ncccn4)CC3)o2)cc1 | 3 | -16 | -10% | 5
O=C(CN1C(=O)C2(OCCO2)c2cc(Br)ccc21)NO | -2 | -2 | ? | -6
CN1CCN(C(=O)N(c2ccccc2)c2ccccc2)CC1 | -6 | 4 | 0% | -1
CCC(C)[C@H](NS(=O)(=O)c1ccc(F)cc1Br)C(=O)OC (some centres undefined) | -2 | -6 | 11% | -11
N#CCc1ccnc2ccccc12 | -1 | 13 | -1% | -4
Cn1cnc([N+](=O)[O-])c1S(=O)(=O)Oc1cccc2ccccc12 | -4 | 0 | -15% | -13
Cc1ccc(CNCCCn2cnc3c(OCc4ccccc4)ncnc32)o1 | 9 | -11 | 11% | 9
CC(C)c1ccc(C=NNc2ccc([N+](=O)[O-])cn2)cc1 | -4 | -2 | 4% | -19
C[C@@H]1NC(=O)N[C@@H]1CCCCCC(=O)O | -7 | -16 | -22% | 3
CCC(=O)OC1(C(C)=O)CCC2C3CCC4=CC(=O)CCC4(C)C3CCC21C (centres undefined) | -3 | 14 | -3% | -17

14 of the compounds above, with tabs.
mol	hERG WT inh	Giardia kill	uPA generation	KCNH2 3.1 inh
COC(=O)C1=C[C@@H](C(=O)OC)[C@@H]2C3=C(C(=O)[C@]2(C)NC(=O)c2ccccc2)[C@H](C)n2c(=O)n(C)c(=O)n2[C@@H]3C1	-5	-18	-10%	10
CCCCn1c(=O)cc(C)n(-c2ccccc2)c1=O	0	18	-5%	5
OCCOCCn1c(CCNc2nc(-c3ccc(Cl)cc3)cs2)nc2cc(Cl)c(Cl)cc21	11	-14	-4%	-34
COc1ccccc1N1CCN(CCCCN2C(=O)C3CCCN3C2=O)CC1 (centres undefined)	15	-21	-2%	-2
CCc1nc(N)c(C#N)c(-c2cccn2C)c1C	-5	-19	-3%	-2
COc1ccc(S(=O)(=O)Cc2ccc(C(=O)N3CCN(c4ncccn4)CC3)o2)cc1	3	-16	-10%	5
O=C(CN1C(=O)C2(OCCO2)c2cc(Br)ccc21)NO	-2	-2	?	-6
CN1CCN(C(=O)N(c2ccccc2)c2ccccc2)CC1	-6	4	0%	-1
CCC(C)[C@H](NS(=O)(=O)c1ccc(F)cc1Br)C(=O)OC (some centres undefined)	-2	-6	11%	-11
N#CCc1ccnc2ccccc12	-1	13	-1%	-4
Cn1cnc([N+](=O)[O-])c1S(=O)(=O)Oc1cccc2ccccc12	-4	0	-15%	-13
Cc1ccc(CNCCCn2cnc3c(OCc4ccccc4)ncnc32)o1	9	-11	11%	9
CC(C)c1ccc(C=NNc2ccc([N+](=O)[O-])cn2)cc1	-4	-2	4%	-19
C[C@@H]1NC(=O)N[C@@H]1CCCCCC(=O)O	-7	-16	-22%	3
